# High-throughput results as filed in PubChem BioAssay.
# RPL19A TOR yeast – alters RPL19A-GFP fluorescence in TOR pathway yeast screen; S. cerevisiae RPL19A-GFP strain, flow cytometry, 3 h; active compounds read low; percent response vs DMSO, % at 10 µM; hit rate 0.3% among 330,000;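 active means percent response vs DMSO below 50%; inconclusive means fewer than 70 events counted for the yeast strain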;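 further: median channel GFP fluorescence of the barcoded RPL19A-GFP strain; ratio of sample median GFP to plate DMSO average so 100% = DMSO; lower means less RPL19A-GFP as with rapamycin TOR inhibition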
# JMJD2C inh – blocks human GASC-1 demethylase activity; inhibition, % at 2.35 µM; GST-JMJD2C(1-420) H3K9me3 demethylation, DELFIA europium; hit rate 0.069% among 330,000; Q9H3R0;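 active means more than half of a compound's replicate wells show inhibition beyond 50%, single wells judged on their own value; inconclusive means some, but no more than half, of replicates pass 50% inhibition; inactive means no replicate passes 50% inhibition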;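 further: signal counts dimethyl H3K9 product captured on neutravidin plate; 0% = median of DMSO wells and 100% = 0.3 times that DMSO median; strong numbers were not always called active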
# LAP4-GFP MLPCN – alters LAP4-GFP fluorescence in TOR pathway yeast screen. S. cerevisiae LAP4-GFP multiplex, flow cytometry GFP, 3 h; median GFP as percent of DMSO wells. GFP response vs DMSO, % at 10 µM. hit rate 0.34% among 320,000. AID 2023;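 active means GFP response vs DMSO above a set limit, about the screen mean plus 3 SD, cut at about 150% in these data; inconclusive means under 70 cell events counted for the yeast strain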
# VLA-4 inh – inhibition in a human VLA-4 binding assay; P13612; VLA-4 expressing cells, ligand binding flow cytometry; inhibition, % (about 7 µM as worked out from the volumes in the protocol); hit rate 0.2% among 330,000; in the data active means inhibition above about 50%
# Target sequence (P13612 whole entry, looked up): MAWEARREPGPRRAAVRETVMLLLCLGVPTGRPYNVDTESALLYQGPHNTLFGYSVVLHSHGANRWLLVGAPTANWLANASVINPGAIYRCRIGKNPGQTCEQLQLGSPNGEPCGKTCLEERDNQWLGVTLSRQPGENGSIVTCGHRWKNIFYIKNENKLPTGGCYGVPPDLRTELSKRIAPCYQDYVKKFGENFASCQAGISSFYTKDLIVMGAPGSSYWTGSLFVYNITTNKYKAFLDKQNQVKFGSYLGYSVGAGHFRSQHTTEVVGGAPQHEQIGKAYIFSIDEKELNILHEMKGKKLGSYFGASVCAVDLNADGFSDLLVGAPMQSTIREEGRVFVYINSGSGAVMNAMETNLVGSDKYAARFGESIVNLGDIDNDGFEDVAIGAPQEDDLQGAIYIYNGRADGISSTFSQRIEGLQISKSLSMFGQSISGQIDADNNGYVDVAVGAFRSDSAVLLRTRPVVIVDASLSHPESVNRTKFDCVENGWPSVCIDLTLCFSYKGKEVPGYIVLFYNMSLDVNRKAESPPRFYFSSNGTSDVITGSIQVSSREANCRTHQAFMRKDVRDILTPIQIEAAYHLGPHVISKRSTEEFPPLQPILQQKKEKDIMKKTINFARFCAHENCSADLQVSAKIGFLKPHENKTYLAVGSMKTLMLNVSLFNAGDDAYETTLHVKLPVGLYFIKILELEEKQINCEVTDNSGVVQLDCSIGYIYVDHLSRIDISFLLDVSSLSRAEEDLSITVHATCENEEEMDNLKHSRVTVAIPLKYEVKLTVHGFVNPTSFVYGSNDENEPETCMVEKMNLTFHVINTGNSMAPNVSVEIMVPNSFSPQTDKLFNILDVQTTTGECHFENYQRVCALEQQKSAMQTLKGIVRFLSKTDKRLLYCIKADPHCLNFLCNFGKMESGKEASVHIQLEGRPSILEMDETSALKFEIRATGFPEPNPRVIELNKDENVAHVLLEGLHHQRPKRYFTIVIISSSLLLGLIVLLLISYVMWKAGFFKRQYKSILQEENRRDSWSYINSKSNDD
# CIT2 TOR yeast – modulators of TOR pathway CIT2-GFP in S. cerevisiae | AID 2029 | S. cerevisiae CIT2-GFP strain, flow cytometry, 3 h; 100 means same as DMSO wells | hit rate 0.065% among 320,000 | GFP response vs DMSO, % at 10 µM;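 active means GFP response relative to DMSO above a set limit, near the screen mean plus 3 SD, cut at about 150% in these data; inconclusive means Fewer than 70 cells measured for a yeast strain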;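 further: ratio of well median GFP fluorescence to mean of DMSO wells on the plate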
# GRK2 aptamer HTS – blocks RNA aptamer binding to human GRK2 | hit rate 0.59% among 330,000 | AID 488847 | P25098 | bead flow cytometry, FAM-aptamer displacement from GRK2 | inhibition of aptamer binding, % at 10 µM;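 active means inhibition of aptamer binding above 40%, roughly 3 SD of noise, on plates passing a quality check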;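 further: median bead fluorescence of bound FAM aptamer so fluorescent compounds give negative values; no value below 0 was filed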
# AGP1 TOR yeast – modulators of TOR pathway AGP1-GFP in S. cerevisiae; S. cerevisiae AGP1-GFP multiplex flow cytometry, 3 h; GFP as percent of DMSO wells; GFP response vs DMSO, % at 10 µM; hit rate 0.02% among 320,000; AID 2066;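 active means GFP response relative to DMSO above a set limit, near screen average plus 3 SD, cut at about 150% in these data; inconclusive means fewer than 70 cells counted for the yeast strain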;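 further: median GFP channel fluorescence of the gated AGP1 strain per well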
# MEP2 TOR yeast – alters MEP2-GFP fluorescence in TOR pathway yeast screen; S. cerevisiae MEP2-GFP strain, flow cytometry GFP, 3 h; 100% = DMSO control level; GFP response vs DMSO, % at 10 µM; hit rate 0.51% among 330,000; AID 2016;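 active means GFP response versus DMSO above a set limit, roughly screen mean plus 3 SD, cut at about 180% in these data; inconclusive means fewer than 70 cells counted for a yeast strain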;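 further: median GFP fluorescence of the barcode-gated MEP2-GFP cells per well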
# Numbers without * were called inactive; ? = inconclusive; · = not tested or not shown; [ ] = dose if it differs, or a comment.
SMILES,RPL19A TOR yeast,JMJD2C inh,LAP4-GFP MLPCN,VLA-4 inh,CIT2 TOR yeast,GRK2 aptamer HTS,AGP1 TOR yeast,MEP2 TOR yeast
C/C=C(\C)C(=O)N1CC2(CC(c3cccc(NC(=O)CCCCC)c3)=NO2)C[C@@H]1C(N)=O (stereo partly specified),94.5,-5.1,90.5,-2.5,96.0,4.0,98.8,97.3
Cc1ccccc1-n1nc(C)c(N=O)c1N,98.5,3.9,93.8,-0.6,74.7,4.0,96.3,96.9
Cc1ccc(N(C(=O)c2cccs2)C2C=CS(=O)(=O)C2)cc1 (stereo unspecified),100.5,-7.9,95.6,25.0,99.0,3.0,104.6,101.5
C#CCn1c(S(=O)(=O)Cc2ccc(C)cc2)nc(-c2ccccc2)c1-c1ccccc1,104.2,3.5,95.9,15.7,110.7,4.0,113.7,113.2
COc1ccc2c3n(nc2c1)CCN=C3c1cc(Cl)c(N)c(Cl)c1,96.8,-1.4,97.8,-5.3,96.1,0.0,94.0,101.7
COCCNC(=O)c1c(N)n(-c2ccccc2)c2nc3ccccc3nc12,101.3,-15.0,106.6,15.7,91.8,35.0,96.1,104.3
COc1cccc(N2CCN(S(=O)(=O)c3ccc4c(c3)N(C(C)=O)CCO4)CC2)c1,98.4,-0.4,92.2,15.3,105.6,0.0,102.0,112.3
O=C(CN1CCOCC1)Nc1ccc(Br)cc1,90.2,-17.0,88.0,1.3,94.2,4.0,94.3,85.2
O=c1c2ccccc2nc(-c2ccccc2)n1CCCn1ccnc1,98.5,1.9,95.4,12.6,103.1,0.0,99.3,97.9
CC1CCN(Cc2nnc(-c3cccc(Br)c3)o2)CC1,100.3,10.1,102.9,10.0,104.2,2.0,100.3,106.1
O=C(Nc1nnc(CCc2ccccc2)s1)c1cccc(F)c1,106.7,-0.6,81.5,7.1,112.1,0.0,97.4,105.7
NS(=O)(=O)c1cccc(NC(=O)c2cc(=O)c3ccccc3o2)c1,102.2,4.7,93.6,-5.3,98.1,0.0,101.0,105.7
Cn1c(=O)c2c(nc(CN3CCOCC3)n2CCc2ccccc2)n(C)c1=O,110.8,2.4,100.7,-6.0,111.6,2.0,103.4,105.0
O=C(NCCCn1ccnc1)C1CCCN(S(=O)(=O)c2ccc(F)cc2)C1 (stereo unspecified),93.8,11.8,76.7,4.1,84.1,0.0,91.5,92.7
CCN(CCNS(=O)(=O)c1ccc2[nH]c(=O)sc2c1)c1ccccc1,99.5,-5.6,96.5,-0.3,97.9,0.0,95.9,99.4
CCCCc1c(O)nc(SCC(=O)N2CCCCC2)[nH]c1=O,101.9,-13.8,96.4,30.5,108.3,7.0,100.3,111.0
CCOP(=O)(c1ccccc1)C(O)c1ccc([N+](=O)[O-])cc1 (stereo unspecified),105.0,89.3,86.5,1.4,101.0,5.0,102.7,90.1
CCOc1ccccc1NC(=O)C1CCCCN1S(=O)(=O)c1ccc(F)cc1 (stereo unspecified),93.0,-5.7,93.0,-4.0,92.7,2.0,93.8,97.3
O=C(Cc1csc(N2CCOCC2)n1)N/N=C/c1ccc(F)cc1,96.1,2.2,89.8,1.2,98.0,0.0,103.8,92.6
Cc1ccccc1OCC(=O)Nc1nc(-c2ccncc2)cs1,97.5,1.3,101.3,0.4,95.0,2.0,96.5,94.1
CCOC(=O)c1cccc(NC(=O)CCS(=O)(=O)c2ccc(Br)s2)c1,103.5,2.6,96.2,5.3,92.8,0.0,97.3,101.5
Cc1ccccc1NS(=O)(=O)c1ccc(C(=O)N(C)CC(=O)Nc2ccccc2Br)cc1,91.4,-7.1,89.0,-5.0,83.6,1.0,93.4,91.9
CCCCCCCCc1nnc(N)s1,102.6,-4.8,115.8,0.4,99.4,0.0,111.5,99.7
COCC1CCCN(C(=O)c2ccc3oc(CCCc4ccccc4)nc3c2)C1 (stereo unspecified),103.4,5.7,101.4,-0.8,104.3,0.0,101.0,99.6
CN(CC(=O)Nc1ccc(Cl)c(Cl)c1)C(=O)c1cccc2cccnc12,110.1,2.0,105.3,-93.4,104.5,0.0,109.3,101.0
COc1cc2nc(C3CCC3)nc(N3CCN(c4ccccc4OC)CC3)c2cc1OC,99.2,4.7,94.1,4.3,106.0,0.0,101.6,104.9
N=c1oc2ccc3ccccc3c2cc1C(N)=S,96.5,-7.5,97.3,-12.2,94.4,1.0,75.2,106.7
O=C(c1ccc(Cl)cc1)n1cnc2ccccc21,102.6,-3.3,108.6,11.1,86.8,1.0,92.2,103.5
CCN=c1scc(C)n1/N=C/c1cc(Br)c(O)c(Br)c1,82.5,-0.2,124.0,-11.3,102.2,2.0,83.8,88.9
CP(C)(=O)CCP(=O)(c1ccccc1)c1ccccc1,104.6,-8.0,100.1,1.4,102.2,7.0,99.1,106.1

# Quoted from the listing:
# Value for N=c1oc2ccc3ccccc3c2cc1C(N)=S in VLA-4 inh: -12.2
# Value for Cc1ccccc1NS(=O)(=O)c1ccc(C(=O)N(C)CC(=O)Nc2ccccc2Br)cc1 in RPL19A TOR yeast: 91.4

# New compounds follow:
SMILES,RPL19A TOR yeast,JMJD2C inh,LAP4-GFP MLPCN,VLA-4 inh,CIT2 TOR yeast,GRK2 aptamer HTS,AGP1 TOR yeast,MEP2 TOR yeast
O=C(COC(=O)CCN=C1NS(=O)(=O)c2ccccc21)NNC(=O)c1ccc(Cl)cc1,105.3,2.6,104.3,-12.5,99.0,2.0,111.5,103.4
COc1ccc([N+](=O)[O-])cc1N(CC(=O)O)S(C)(=O)=O,97.7,4.0,107.2,5.0,95.7,4.0,103.8,94.8
C#CCOCCOCCOCCNc1nc(N2CCN(C(=O)[C@H](CCCCN)n3cc([C@@H](N)CO)nn3)CC2)nc(N2CCN(C(=O)[C@H](Cc3cc4ccccc4[nH]3)n3cc([C@@H](N)CO)nn3)CC2)n1,101.4,-8.7,92.1,28.7,96.8,0.0,104.7,103.7
COc1ccc(C(=O)COC(=O)Cn2cnc3c2c(=O)n(C)c(=O)n3C)c(OC)c1,111.4,11.7,85.8,-7.3,·,0.0,97.2,105.2
Cc1cc(NC(=O)CCC(=O)N(CC(=O)NCC2CCCO2)Cc2ccc(F)cc2)no1 (stereo unspecified),106.6,-2.7,106.8,3.9,100.9,1.0,109.6,102.0
O=C(NCc1ccccc1)NC1(C(=O)N2CCCC2)CCCCC1,99.2,-1.3,96.8,4.3,107.4,1.0,101.7,103.7
O=C(Nc1ccccc1[N+](=O)[O-])C1=C(O)CCn2c1nc1ccccc12,91.2[may fluoresce violet],5.9,91.8[may fluoresce violet],-2.0,?,0.0,?,91.3[may fluoresce violet]
CC(C)(C)OC(=O)NCc1n[nH]c(=S)n1C1CC1,95.5,-0.5,103.3,7.8,91.1,0.0,86.6,103.4
CCCCn1c(SCC(=O)N2CCC(C(=O)OCC)CC2)nc2cc(S(N)(=O)=O)ccc21,92.0,-7.8,92.0,4.7,97.4,4.0,94.3,97.0
CCn1c(COc2ccc(Cl)cc2)nnc1SC1CCc2ccccc2C1=O (stereo unspecified),91.5,-4.4,114.7,27.7,79.0,0.0,114.8,91.4
CC(=O)c1cc2c(cc1NS(=O)(=O)c1ccc3c(c1)OCCO3)OCO2,96.7,-13.6,105.5,-6.5,95.9,0.0,99.5,98.2
Cc1ccc2cc(/C=N/Nc3ccc(C(=O)O)cc3)c(Cl)nc2c1,100.3,2.8,95.1,2.9,88.6,27.0,101.4,110.7
N#CCCn1nc(Cc2cccc3ccccc23)c(C#N)c1N,101.6,-0.5,118.8,-2.2,95.7,0.0,87.0,93.0
COc1cccc(/C(O)=C2/C(=O)C(=O)N(CCN3CCOCC3)C2c2cccnc2)c1 (stereo unspecified),97.2,-0.1,104.6,7.7,96.8,0.0,100.1,98.0
CC(C)CNC(=O)c1cc(=O)[nH]c2ccc(S(=O)(=O)Nc3ccc(F)cc3)cc12,99.4,4.7,108.1,3.2,107.1,2.0,102.7,101.7
Cc1cccc(NC(=O)C(=O)NCCCN2CCOCC2)c1,97.1,6.8,98.4,12.8,104.0,0.0,100.1,93.6
COc1ccc(C2CC(c3ccccc3O)=NN2C(=O)c2ccccc2)cc1OC (stereo unspecified),103.2,2.4,93.8,9.8,106.0,2.0,99.4,102.1
COC(=O)c1ccc(COc2ccc(C#N)cc2)o1,109.8,-3.2,98.9,2.2,106.2,0.0,108.2,105.5
O=C(O)COc1ccccc1/C=C1\SC(=S)N(c2cccnc2)C1=O,99.7,5.3,92.4,-8.0,102.1,0.0,99.8,103.8
COC(=O)c1cc(-c2cccc([N+](=O)[O-])c2)c2c(=O)[nH]c(=O)n(C)c2n1,105.6,0.4,101.4,-6.2,97.2,0.0,93.3,107.5
Cc1ccc(-n2c(Cc3ccccc3)n[nH]c2=S)cc1,103.6,-7.8,84.3,22.9,116.4,0.0,97.3,102.4
CCOC(=O)N1CCN(C(=O)COC(=O)c2cc(C)ccc2C)CC1,96.1,2.3,96.3,-5.1,105.0,0.0,98.7,96.7
NS(=O)(=O)c1ccc(NC(=O)/C=C/c2cccs2)cc1,95.2,-18.6,101.4,7.2,94.1,0.0,100.3,101.8
COc1ccc(C(=O)Nn2cnc3ccccc3c2=O)c(OC)c1,97.3,21.2,98.4,-0.3,89.8,0.0,96.1,97.2
CCCN1CCN(CCCNC(=O)Cn2cc3c(n2)CCCC3)CC1,98.2,3.5,98.5,6.6,98.9,1.0,102.8,102.2
CC1CCCCC1NC(=O)c1ccc(S(=O)(=O)NCc2ccco2)cc1 (stereo unspecified),91.0,0.4,97.2,13.1,91.8,0.0,89.2,91.0
O=C(NCc1ccncc1)c1cccc(S(=O)(=O)NCc2ccccc2)c1,102.0,12.5,74.0,0.8,102.2,0.0,95.4,97.8
COc1ccc2c(c1)c(C(=O)N/N=C/c1ccc(OC)c(OC)c1)c(C)n2C,99.4,5.5,92.2,0.7,105.0,9.0,103.7,99.8
O=C(Cn1cnc2sc3c(c2c1=O)CCCC3)NCC(=O)Nc1c(F)cc(F)cc1Br,99.5,0.0,106.9,11.2,100.0,2.0,102.7,101.9
O=C(Nc1ccc([N+](=O)[O-])cc1)C(=O)Nc1cccc(C(=O)O)c1,93.5,0.2,109.6,10.5,91.7,1.0,96.3,93.5
Cc1cc(N2CCCCC2)n2ncc(-c3ccc(Cl)cc3)c2n1,93.7,26.9,106.6,-1.0,95.4,1.0,94.9,98.2
CCOC(=O)C(NC(=O)Cc1ccccc1)(Nc1cc(C)on1)C(F)(F)F (stereo unspecified),102.5,3.9,102.6,1.2,95.7,5.0,100.0,103.8
Cc1cc(C(=O)Nc2c(C)n(C)n(-c3ccccc3)c2=O)c2ccccc2n1,94.8,9.1,95.6,-0.3,92.5,5.0,·,88.6
COC(=O)C1(CO)NC(c2cccs2)C2C(=O)N(c3ccccc3)C(=O)C21 (stereo unspecified),97.5,7.9,88.0,0.7,·,9.0,98.6,98.6
CC(C)OC(=O)CC1C(=O)NCCN1C(=O)COc1ccc(C(C)(C)C)cc1 (stereo unspecified),104.3,2.7,103.5,3.8,106.0,4.0,105.7,105.7
CC1CC(C)CN(S(=O)(=O)c2ccc3c(c2)oc(=O)n3CC(=O)NCCCOC(C)C)C1 (stereo unspecified),104.0,2.6,89.4,-1.4,107.0,1.0,103.4,101.6
CC(C)CC(NC(N)=O)C(=O)Nc1ccc(Cl)c(Cl)c1 (stereo unspecified),102.3,5.7,91.8,-17.9,115.2,0.0,100.1,100.8
